KB-V1 cytotox: KB-V1 MDR subline cytotoxicity; AID 1347076; Potency, µM (titrated, usually from 46.1 µM), inactives show at the top dose activity change, negative = cytotoxicity, usual class: cytotoxic; KB-V1 MDR cells viability, CellTiter-Glo, 72 h; 400,000 tested, 3.4% active; also: % is scaled to controls: 0 for no effect and ±100 for the full control effect; nearly all actives have a fitted effect of over 60% in size
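KB-V1 MDR subline cells in DMEM (phenol-red free, 10% FBS) exposed to compounds in qHTS concentration series for 72 h at 37 degrees C. Viability read by CellTiter-Glo luminescence; concentration-effect curves fitted after normalization and correction.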
SW480 rerep: induces DNA re-replication in SW480 colon adenocarcinoma cells; AID 624297; Potency, µM (top dose mostly 46.1 µM), for the others: at the highest dose re-replication activation, most hits filed as activators; 340,000 tested, 1.8% active; SW480 DNA re-replication, Hoechst DNA content imaging, 48 h; also: % of control where 0% means no effect; nearly all actives have a fitted effect of over 55% in size
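Per well, 250 cells were exposed to pinned compound for 48 hr. Nuclear DNA was visualised with Hoechst (40 min, 37 C) and total object intensity recorded by fluorescence scanning.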
TDP-43 yeast inh: inhibitors of TDP-43 toxicity in yeast | TDP-43 expressing yeast growth rescue, BacTiter-Glo, 24 h | Potency, µM (highest dose often 46.1 µM), inactives show at the highest dose growth rescue (activation), actives largely listed as activators | 410,000 tested, 1.8% active | AID 652104; also: % of control where 0% means no effect; nearly all actives have a fitted effect of over 50% in size
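In this qHTS, compounds that restore growth of yeast expressing TDP-43 appear as activators. Cells (OD600=0.02, galactose medium, raffinose-pregrown) are incubated with compound 24 hr at 30 deg C and growth is quantified by BacTiter-Glo.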
GLP-1R inv ag: acts as inverse agonist at human GLP-1 receptor; HEK293 GLP-1R CRE-luciferase, luminescence, 24 h; GLP-1R form is constitutively active; Potency, µM (titrated, usually from 38.3 µM), for inactives: at the highest dose activity change, negative = inhibition, hits mostly inhibitors; 410,000 tested, 1.6% active; AID 624417; also: % is scaled to controls: 0 for no effect and ±100 for the full control effect; nearly all actives have a fitted effect of over 55% in size
Target sequence (P43220 whole entry, looked up): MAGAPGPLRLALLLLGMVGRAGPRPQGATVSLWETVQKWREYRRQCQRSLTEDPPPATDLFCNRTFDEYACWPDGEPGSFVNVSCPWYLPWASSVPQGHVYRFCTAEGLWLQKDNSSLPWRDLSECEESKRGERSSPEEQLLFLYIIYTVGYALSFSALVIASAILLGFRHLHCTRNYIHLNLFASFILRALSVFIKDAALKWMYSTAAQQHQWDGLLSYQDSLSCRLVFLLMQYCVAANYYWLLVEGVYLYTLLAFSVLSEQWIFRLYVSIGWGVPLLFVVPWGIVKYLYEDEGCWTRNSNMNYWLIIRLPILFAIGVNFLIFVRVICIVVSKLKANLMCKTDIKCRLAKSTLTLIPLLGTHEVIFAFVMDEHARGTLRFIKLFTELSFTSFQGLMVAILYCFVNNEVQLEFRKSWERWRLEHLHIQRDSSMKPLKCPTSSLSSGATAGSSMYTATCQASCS
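Constitutively active GLP-1R drives a cAMP-responsive luciferase in stably transfected HEK293 cells; test compounds are added after overnight (12 h) attachment and left 24 hr, and signal loss in luminescence marks inhibition.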
HT1080 IDH1KD tx: kills HT-1080 cells with IDH1 knockdown | HT-1080 IDH1 knockdown viability, ATP luminescence, 48 h | 360,000 tested, 2% active | AID 686971 | Potency, µM (titrated, usually from 46.1 µM), for the others: at the top dose activity, negative = toxicity, usual class: cytotoxic;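 also: 0% = DMSO wells and -100% = cell-free medium wells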
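In this qHTS, HT-1080 cells depleted of IDH1 are exposed for 48 h at 37 °C to compound titrations. Toxicity is scored from CellTiter-Glo luminescence, with DMSO as full viability and medium alone as none.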
HEK293 tox: cytotoxicity in counter-screen for GLP-1R inverse agonists; 410,000 tested, 0.13% active; HEK293 cAMP-luciferase reporter cells, luminescence, 24 h; Potency, µM (highest dose often 38.3 µM), inactives show at the highest dose activity change, negative = inhibition, most hits filed as inhibitors;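 also: loss of luciferase light is scored as toxicity; % is scaled to controls: 0 for no effect and ±100 for the full control effect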
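1536-well qHTS counterscreen of the MLSMR; 200 cells/uL, 12 h pre-incubation, 23 nL cpd, 24 h at 37 deg C 5% CO2, luciferase detection reagent, 12 min RT, luminescence. Inhibition = undesired.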
KB-3-1 cytotox: kills parental KB-3-1 adenocarcinoma cells; KB-3-1 viability, CellTiter-Glo ATP luminescence, 72 h; Potency, µM (titrated, usually from 46.1 µM), for the others: at the highest dose activity change, negative = cytotoxic, hits mostly cytotoxic; 400,000 tested, 1.4% active; AID 1347075; also: % is scaled to controls: 0 for no effect and ±100 for the full control effect; nearly all actives have a fitted effect of over 60% in size
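Parental KB-3-1 viability, qHTS format: 72 h compound exposure, 37 °C; CellTiter-Glo; media-only wells and DMSO plates as controls; concentration-effect fits on corrected data.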
HT1080NT lethal: kills 2HG-producing HT-1080-NT fibrosarcoma cells; HT-1080-NT fibrosarcoma viability, CellTiter-Glo ATP luminescence, 48 h; Potency, µM (series often up to 46.1 µM), without a hit: at the top dose activity, negative = less viability, hits mostly cytotoxic; 360,000 tested, 1.6% active; AID 686970;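 also: NT is the 2HG producing partner of a matched IDH1 knockdown line; 0% = DMSO-treated cells and -100% = media-only wells without cells; nearly all actives have a fitted effect of over 55% in size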
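HT-1080-NT; 750 cells/well; 5% FBS RPMI; 48 h compound, 37 degrees C; CellTiter-Glo luminescence; curve fitting and curve-class assignment.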
GLP1R ag: GLP-1 receptor (human) agonism; Potency, µM (highest dose often 45.6 µM), for inactives: top-dose activation, hits mostly activators; AID 624172; P43220; HEK293 GLP-1R CRE-luciferase, luminescence, 4-6 h; cells express a hypersensitive GLP-1R form; 380,000 tested, 0.007% active; also: % of control where 0% means no effect
Active calls of the source: *; ? = inconclusive; / = not tested or not shown; [ ] = another dose, or the depositor's remark. Calls follow the shape of the dose curve; as a rule, active = well fitted curve in the direction sought with a large enough effect; inconclusive = small, poorly fitted or top-dose-only effect, or another doubt; inactive = no such curve, though single readings can be large; an effect the other way counts as inactive or inconclusive. Potency is read from the fitted curve at half-maximal effect.

[1] CC12CCC(C(=O)NCC3CCCO3)(OC1=O)C2(C)C (stereo not given)
[2] CC1CCCCC1NC(=O)CSc1nnc(N)s1 (stereo not given)
[3] Cc1c(NC(=O)Nc2ccc(Cl)c(Cl)c2)sc(=S)n1C
[4] Cc1cc(C)cc(NC(=O)CSc2nc3nc(C)cc(C)c3c(=O)[nH]2)c1
[5] CC1(C(=O)NCc2ccc(C(F)(F)F)cc2)CCN1C1Cc2ccccc2C1 (stereo not given)
[6] O=C(O)c1ccccc1NC(=S)NC(=O)c1sc2ccccc2c1Cl
[7] CCOc1ccc(NC(=O)N(CCCN2CCOCC2)Cc2cccnc2)cc1
[8] O=C(NCCN1CCN(c2ccccc2F)CC1)C1CC(=O)N(C2CCCC2)C1 (stereo not given)

Assay by compound,1,2,3,4,5,6,7,8
KB-V1 cytotox,14%,23%,?,-9%,2%,-5%,10%,-30%
SW480 rerep,-3%,-26%,3%,-5%,/,0%,3%,-8%
TDP-43 yeast inh,-1%,14%,-10%,3%,3%,-47%[inhibitor],11%,-6%
GLP-1R inv ag,-11%,0%,0%,21%,?,23%,7%,-14%
HT1080 IDH1KD tx,2%,?,?,-1%,?,0%,0%,28%
HEK293 tox,16%,-2%,?,-17%,5%,0%,6%,-10%
KB-3-1 cytotox,-1%,2%,?,0%,0%,-2%,?,9%
HT1080NT lethal,3%,19%,?,0%,-32%,0%,3%,0%
GLP1R ag,13%,6%,-6%,4%,-1%,-9%,5%,4%

[9] Cc1c(NC(=S)NC(=O)c2ccc(Cl)cc2)c(=O)n(-c2ccccc2)n1C
[10] Cc1cc(N2CCCCC2)nc(SCc2ccc(C#N)cc2)n1
[11] CCOc1ccc(OCCCC(=O)NCCc2ccc(OC)cc2)cc1
[12] COc1ccc(OCc2cc(C(=O)NCc3cccc(C)n3)no2)c(Cl)c1
[13] CCCc1cc(=O)[nH]c2nnc(SCC(=O)Nc3cc(C)on3)n12
[14] Cc1cccc(NC(=S)NNC(=O)c2csc(C(C)C)c2)c1
[15] Cc1cc(C)c(S(=O)(=O)N2CCN(c3ccc([N+](=O)[O-])c(NCc4ccco4)c3)CC2)c(C)c1
[16] NC(=S)NNC(=O)c1ccccc1

Assay by compound,9,10,11,12,13,14,15,16
KB-V1 cytotox,-7%,?,-10%,/,2%,21µM*,5%,10%
SW480 rerep,-2%,-1%,-42%[inhibitor],13%,-43%[inhibitor],-2%,10%,?
TDP-43 yeast inh,9%,27%,16%,?,0%,?,-16%,0%
GLP-1R inv ag,-15%,?,?,-36%,-10%,0%,-1%,-10%
HT1080 IDH1KD tx,-16%,-9%,3%,6%,14%,3%,-1%,?
HEK293 tox,0%,0%,-10%,7%,0%,-8%,-19%,?
KB-3-1 cytotox,0%,-10%,-18%,/,0%,-1%,-14%,0%
HT1080NT lethal,1%,-16%,25%,-1%,1%,-3%,-5%,?
GLP1R ag,5%,10%,6%,22%,6%,-17%,-6%,-11%

Structures listed so far containing a thiophene ring, fused or not:
[6] O=C(O)c1ccccc1NC(=S)NC(=O)c1sc2ccccc2c1Cl
[14] Cc1cccc(NC(=S)NNC(=O)c2csc(C(C)C)c2)c1

Assay by compound,6,14
KB-V1 cytotox,-5%,21µM*
SW480 rerep,0%,-2%
TDP-43 yeast inh,-47%[inhibitor],?
GLP-1R inv ag,23%,0%
HT1080 IDH1KD tx,0%,3%
HEK293 tox,0%,-8%
KB-3-1 cytotox,-2%,-1%
HT1080NT lethal,0%,-3%
GLP1R ag,-9%,-17%

Going on with the list.
[17] CCOC(=O)N1CCN(C2CCCN(C(=O)c3ccccc3SC)C2)CC1 (stereo not given)
[18] O=C(CSc1nnc(-c2cccs2)n1Cc1ccco1)c1ccc2c(c1)OCO2
[19] O=C(O)C1Nc2c(O)cccc2C2C=CCC12 (stereo not given)
[20] COC(=O)c1sccc1S(=O)(=O)N(CC(=O)Nc1cc(F)ccc1F)c1ccc(C)c(C)c1
[21] Cc1cccc(C)c1NC(=S)N(Cc1ccco1)C1CCN(C(C)C)CC1
[22] COC(=O)c1ccc2c(C)c(C3(O)CCCCC3)[nH]c2c1
[23] N#Cc1c(NC(=O)CCn2cnc3ccccc3c2=O)oc(-c2ccccc2)c1-c1ccccc1
[24] O=C(NNS(=O)(=O)c1ccccc1)c1cccnc1

Assay by compound,17,18,19,20,21,22,23,24
KB-V1 cytotox,2%,-13%,-18%,?,-2%,18%,13%,3%
SW480 rerep,-17%,19%,7%,/,-7%,0%,-7%,0%
TDP-43 yeast inh,0%,26%,2%,-12%,5%,20µM*,0%,0%
GLP-1R inv ag,?,?,0%,?,-18%,?,?,-11%
HT1080 IDH1KD tx,22%,0%,-12%,/,20%,-1%,-27%,6%
HEK293 tox,-3%,-15%,19%,1%,-7%,-2%,6%,0%
KB-3-1 cytotox,21%,-1%,?,?,2%,0%,3%,-1%
HT1080NT lethal,5%,-18%,-1%,/,28%,2%,-24%,5%
GLP1R ag,-3%,7%,-18%,/,-16%,2%,-4%,-2%

[25] Cc1ccc(NCC(O)C(O)C(O)CO)cc1C (stereo not given)
[26] CC(=O)OCCCCON1C(=O)c2ccccc2C1=O
[27] C=CC(=O)Nc1ccc(Nc2nc(NC3CCC(N(C)C)CC3)nc3c2ncn3C(C)C)cc1 (stereo not given)
[28] Cc1ccc(C)c(S(=O)(=O)N2CCN(C(=O)c3ccc(-n4cncn4)c([N+](=O)[O-])c3)CC2)c1
[29] O=C(CSc1ccc([N+](=O)[O-])cn1)Nc1ccc2c(c1)OCO2
[30] O=[N+]([O-])c1cccc(CNCc2ccccc2)c1
[31] CC1CCN(S(=O)(=O)c2ccc(Oc3ccc([N+](=O)[O-])cc3)cc2)CC1
[32] COc1ccccc1C(=O)NNC(=O)c1ccc(NC(=O)C(C)C)cc1

Assay by compound,25,26,27,28,29,30,31,32
KB-V1 cytotox,18%,0%,-2%,?,4%,-2%,2%,-4%
SW480 rerep,-19%,-1%[9.22 µM],4%,-9%,-5%,?,1%,-6%
TDP-43 yeast inh,2%,9%,5%,3%,-4%,-5%,-7%,3%
GLP-1R inv ag,2%,-1%,?,-21%,23%,-17%,-27%,5%
HT1080 IDH1KD tx,-9%,16%,2.3µM*,-3%,-20%,4%,5%,13%
HEK293 tox,11%,-5%,?,-9%,1%,11%,5%,16%
KB-3-1 cytotox,-9%,19%,1µM*,-5%,-16%,-11%,1%,?
HT1080NT lethal,0%,14%,?,3%,-2%,8%,?,-5%
GLP1R ag,-9%,-16%,-11%,-12%,11%,5%,9%,0%

[33] O=C(Nc1ccccc1)Nc1ncc(C(F)(F)F)cc1Cl
[34] C=CCn1c(=O)c2c(nc(-c3ccc(S(=O)(=O)O)cc3)n2C)n(C)c1=O
[35] CN1CCN(C(=O)CN(C2CCCCC2)S(=O)(=O)c2ccccc2)CC1
[36] CCOc1ccccc1-c1nc(-c2ccc(NC(=O)Cc3ccc(OC)cc3)cc2)no1
[37] CCCC(=O)Nc1cc2c(cc1C(=O)c1ccccc1)OCCO2
[38] Cc1ccc(-c2ccc(SCC(=O)N3CCN(c4ccccc4)CC3)nn2)cc1
[39] CCOC(=O)c1ccc(NC(=O)CC2COc3ccccc3O2)cc1 (stereo not given)
[40] CN(Cc1cnccn1)C(=O)CC1C(=O)NCCN1Cc1cccc(F)c1 (stereo not given)

Assay by compound,33,34,35,36,37,38,39,40
KB-V1 cytotox,7%,9%,-28%,-3%,?,?,-5%,/
SW480 rerep,/,-18%,-3%,3%,-7%,-5%,-7%,-4%
TDP-43 yeast inh,-9%,-5%,22%,1%,26%,21%,?,?
GLP-1R inv ag,14%,12%,8%,?,-13%,2%,?,5%
HT1080 IDH1KD tx,0%,-11%,1%,?,0%[9.24 µM],5%,-2%,10%
HEK293 tox,2%,1%,-10%,?,-2%,10%[1.53 µM],-2%,1%
KB-3-1 cytotox,-12%,0%,-3%,6%,-1%,0%,0%,/
HT1080NT lethal,-1%,6%,4%,?,2%,9%,-8%,7%
GLP1R ag,6%,8%,4%,-15%,14%,-6%,7%,-11%

3 compounds already listed, arranged by the value under GLP1R ag, high to low.
# | Compound | GLP1R ag
34 | C=CCn1c(=O)c2c(nc(-c3ccc(S(=O)(=O)O)cc3)n2C)n(C)c1=O | 8%
39 | CCOC(=O)c1ccc(NC(=O)CC2COc3ccccc3O2)cc1 (stereo not given) | 7%
40 | CN(Cc1cnccn1)C(=O)CC1C(=O)NCCN1Cc1cccc(F)c1 (stereo not given) | -11%

Next section.
[41] C=CCN(C(=O)c1csnn1)C(C(=O)NC1CCCC1)c1cccs1 (stereo not given)
[42] Cc1ccc(S(=O)(=O)N(C)c2ccc3ccccc3c2)cc1
[43] Cc1cc(=O)[nH]c(/N=C(\N)Nc2ccc(Oc3ccccc3)cc2)n1
[44] CCN(CC(=O)NCc1cccs1)C(=O)c1ccc(Cl)c(Cl)c1

Assay by compound,41,42,43,44
KB-V1 cytotox,-25%,-20%,-23%,4%
SW480 rerep,-4%,-5%,-9%,3%
TDP-43 yeast inh,1%,21%,-14%,-4%
GLP-1R inv ag,-2%,?,12%,-37%
HT1080 IDH1KD tx,0%,-6%,7%,-3%
HEK293 tox,3%,-22%,7%,9%
KB-3-1 cytotox,-2%,-15%,6%,-16%
HT1080NT lethal,-4%,7%,14%,2%
GLP1R ag,7%,-2%,-1%,-2%

A different layout for some results above.
[42] Cc1ccc(S(=O)(=O)N(C)c2ccc3ccccc3c2)cc1
  KB-V1 cytotox = -20%
  SW480 rerep = -5%
  TDP-43 yeast inh = 21%
  GLP-1R inv ag = ?
  HT1080 IDH1KD tx = -6%
  HEK293 tox = -22%
  KB-3-1 cytotox = -15%
  HT1080NT lethal = 7%
  GLP1R ag = -2%
[43] Cc1cc(=O)[nH]c(/N=C(\N)Nc2ccc(Oc3ccccc3)cc2)n1
  KB-V1 cytotox = -23%
  SW480 rerep = -9%
  TDP-43 yeast inh = -14%
  GLP-1R inv ag = 12%
  HT1080 IDH1KD tx = 7%
  HEK293 tox = 7%
  KB-3-1 cytotox = 6%
  HT1080NT lethal = 14%
  GLP1R ag = -1%

Source: PubChem (National Center for Advancing Translational Sciences (NCATS))
